Screens as filed in PubChem.
RGS4-Gao reg: human RGS4-Galphao interaction regulation; P09471; 220,000 tested, 0.33% active; binding response (% of control), % at 10 µM; Multiplexed bead flow cytometry, RGS4-Galphao binding; actives lie on both sides; in the data active = binding response below about 49% or above about 150%; inactive = in between;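 also: fluorescent Galphao activated with aluminum fluoride binding bead-coupled RGS4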
Target sequence (P09471 whole entry, looked up): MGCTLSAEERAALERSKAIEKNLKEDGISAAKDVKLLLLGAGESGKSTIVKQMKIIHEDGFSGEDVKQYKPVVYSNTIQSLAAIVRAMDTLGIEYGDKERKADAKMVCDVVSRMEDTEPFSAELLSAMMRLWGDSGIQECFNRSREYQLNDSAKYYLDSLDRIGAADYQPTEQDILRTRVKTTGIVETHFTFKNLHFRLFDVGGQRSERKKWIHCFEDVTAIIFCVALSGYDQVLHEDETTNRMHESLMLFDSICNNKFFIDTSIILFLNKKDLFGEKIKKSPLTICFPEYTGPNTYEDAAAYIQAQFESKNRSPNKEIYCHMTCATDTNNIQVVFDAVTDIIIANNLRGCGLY
Bim-Bcl-B: inhibitors of Bim-Bcl-B interaction, human. Q9HD36. bead-based flow cytometry, Bim peptide-Bcl-B binding. inhibition, % at 10 µM. 190,000 tested, 0.073% active. AID 951;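 also: 0% = tracer peptide without compound and 100% = reference inhibitor peptide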
Bim-Bcl-W: human Bim-Bcl-W interaction inhibition | Q92843 | inhibition, % at 10 µM | 190,000 tested, 0.02% active | bead-based flow cytometry, Bim peptide-Bcl-W binding;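 also: 0% = bound tracer without compound and 100% = peptide blocker; higher means less fluorescent Bim peptide bound to Bcl-W beads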
Target sequence (Q92843 whole entry, looked up): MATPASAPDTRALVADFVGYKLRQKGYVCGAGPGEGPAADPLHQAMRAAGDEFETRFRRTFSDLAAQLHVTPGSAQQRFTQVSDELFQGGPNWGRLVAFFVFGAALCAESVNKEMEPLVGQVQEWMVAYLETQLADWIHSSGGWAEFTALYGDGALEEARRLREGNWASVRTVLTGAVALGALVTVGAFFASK
RGS8-Gao: modulates binding of RGS8 to human Galphao; multiplexed bead flow cytometry; actives lie on both sides; response (percent of control binding), % at 10 µM; AID 1423; P09471; 220,000 tested, 0.34% active; in the data active = response below about 60% or above about 140%; inactive = in between;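 also: Galphao activated as the GDP aluminium fluoride complex binding bead-coupled RGS8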
Bim-Bfl-1: inhibitors of Bim-Bfl-1 interaction, human; Q16548; Bead-based flow cytometry, Bim-Bfl-1 binding inhibition; inhibition, % at 10 µM; 190,000 tested, 0.12% active;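 also: 0% = wells without compound plus tracer and 100% = blocker peptide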
ABCB1 block: inhibitors of human ABCB1 transporter, ABCG2 counter-screen; CCRF-Adr cells, JC-1 efflux, flow cytometry; P08183; 190,000 tested, 0.067% active; inhibition, % at 6.6 µM; AID 1326; in the data active = inhibition above about 40%;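 also: 0% = vehicle and 100% = reference inhibitor; higher value means more JC-1 retained so stronger ABCB1 efflux block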
GSH fluor: compound fluoresces at 488/530 nm on GSH beads. GSH beads flow cytometry, compound fluorescence 488/530 nm; stronger effect = higher value. fluorescence (KMESF) at 10 µM. 190,000 tested, 0.25% active; in the data active = fluorescence above about 89;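 also: glutathione beads carrying GST-tagged Bcl family fusion proteins plus one bare bead set; values are compound well signal with DMSO vehicle wells as background; inactives centre near 16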
ABCG2 block: inhibitors of human ABCG2 transporter, ABCB1 counter-screen; Q9UNQ0; IgMXP3 cells, JC-1 efflux, flow cytometry; inhibition, % at 6.6 µM; 190,000 tested, 0.1% active;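 active = inhibition above 80%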;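 also: 0% = DMSO and 100% = nicardipine control wells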
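Test system: IgMXP3 (ABCG2) plus far-red-tagged CCRF-Adr (ABCB1) cells / Amount: 3 million cells/mL in well / Reagent: JC-1 transporter substrate / Timing: 10 min compound exposure, 25 °C / Signal: flow cytometry, 530 nm JC-1 signal / Read-out: percent efflux inhibition, scaled nicardipine 100% to DMSO 0% / Benchmarks: nicardipine as high control, DMSO as low control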
Bim-Bcl-2: inhibitors of Bim-Bcl-2 interaction, human; Bead-based flow cytometry, Bim peptide-Bcl-2 binding; 190,000 tested, 0.06% active; P10415; inhibition, % at 10 µM; in the data active = inhibition above about 40%; inconclusive = no clear call, values can overlap the other calls;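 also: 0% = no compound wells with probe peptide and 100% = reference peptide inhibitor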
Target sequence (P10415 whole entry, looked up): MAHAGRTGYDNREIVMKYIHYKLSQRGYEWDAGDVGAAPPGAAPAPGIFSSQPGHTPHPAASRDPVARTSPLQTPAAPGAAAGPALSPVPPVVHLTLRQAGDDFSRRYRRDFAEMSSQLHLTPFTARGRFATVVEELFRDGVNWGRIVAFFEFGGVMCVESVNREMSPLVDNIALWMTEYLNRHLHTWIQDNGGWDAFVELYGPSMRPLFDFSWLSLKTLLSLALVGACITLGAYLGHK
Bcl-XL Bim block: inhibitors of Bim-Bcl-XL interaction, human. inhibition, % at 10 µM. Bim peptide-Bcl-XL binding, bead flow cytometry, fluorescence. 190,000 tested, 0.04% active
Target sequence (Q07817 whole entry, looked up): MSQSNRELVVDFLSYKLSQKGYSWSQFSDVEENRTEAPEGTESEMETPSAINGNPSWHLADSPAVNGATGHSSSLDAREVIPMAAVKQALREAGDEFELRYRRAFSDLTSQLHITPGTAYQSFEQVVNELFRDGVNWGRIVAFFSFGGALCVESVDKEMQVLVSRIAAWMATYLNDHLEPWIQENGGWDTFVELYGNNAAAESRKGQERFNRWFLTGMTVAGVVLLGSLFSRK
RGS7-Gao: regulators of human RGS7-Galphao interaction; P09471; Multiplexed bead flow cytometry, RGS7-Galphao binding; actives lie on both sides; binding response (% of control), % at 10 µM; 220,000 tested, 0.35% active; in the data active = binding response below about 49% or above about 150%; inconclusive = no clear call, values can overlap the other calls; inactive = in between;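 also: fluorescent Galphao held in activated GDP-AlF4 state binding bead-coupled RGS7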
Starred values were filed as active, the others as inactive. Rule as the data show it, unless noted: active = inhibition above about 40%.

`O=C(C1CCN(S(=O)(=O)c2cccc([N+](=O)[O-])c2)CC1)N1CCOCC1` gave RGS4-Gao reg 105, Bim-Bcl-B -2, Bim-Bcl-W 0, RGS8-Gao 101, Bim-Bfl-1 -3, ABCB1 block 0.3, GSH fluor 17, ABCG2 block 0, Bim-Bcl-2 -3, Bcl-XL Bim block -1 and RGS7-Gao 99.
`O=C(C(Cc1ccccc1)N1C(=O)c2ccccc2C1=O)N1c2ccccc2CCc2ccccc21` (stereo not given) gave RGS4-Gao reg 98, Bim-Bcl-B -9, Bim-Bcl-W -5, RGS8-Gao 99, Bim-Bfl-1 -9, ABCB1 block 1.9, GSH fluor 14, ABCG2 block 3, Bim-Bcl-2 -2, Bcl-XL Bim block -6 and RGS7-Gao 101.
CCNc1nc(NCC)nc(N(C#N)CCOc2ccccc2)n1 was read as RGS4-Gao reg 103, Bim-Bcl-B -5, Bim-Bcl-W -2, RGS8-Gao 100, Bim-Bfl-1 -4, ABCB1 block 1.2, GSH fluor 19, ABCG2 block 28, Bim-Bcl-2 -1, Bcl-XL Bim block 0 and RGS7-Gao 101.
Screening Cc1cc(C)n(C(=O)c2ccc(S(=O)(=O)NCC3CCCO3)cc2)n1 (stereo not given) returned RGS4-Gao reg 103, Bim-Bcl-B -11, Bim-Bcl-W -1, RGS8-Gao 104, Bim-Bfl-1 -16, ABCB1 block 0.9, GSH fluor 25, ABCG2 block 3, Bim-Bcl-2 -10, Bcl-XL Bim block -8 and RGS7-Gao 101.
`COc1ccc(N2C(=O)CC(NNC(=O)c3ccco3)C2=O)cc1` (stereo not given) gave RGS4-Gao reg 99, Bim-Bcl-B 0, Bim-Bcl-W -3, RGS8-Gao 86, Bim-Bfl-1 3, ABCB1 block 0.5, GSH fluor 17, ABCG2 block 2, Bim-Bcl-2 -2, Bcl-XL Bim block -4 and RGS7-Gao 97.
Screening Cc1cc(NC(=O)C(=O)NCCN2CCN(S(C)(=O)=O)CC2)ccc1Br returned RGS4-Gao reg 95, Bim-Bcl-B -1, Bim-Bcl-W 0, RGS8-Gao 96, Bim-Bfl-1 1, ABCB1 block -0.1, GSH fluor 11, ABCG2 block 0, Bim-Bcl-2 2, Bcl-XL Bim block 0 and RGS7-Gao 95.
Screening CCC(C(=O)O)N1C(=O)c2ccccc2C1=O (stereo not given) returned RGS4-Gao reg 100, Bim-Bcl-B -5, Bim-Bcl-W -2, RGS8-Gao 96, Bim-Bfl-1 -12, ABCB1 block 0.5, GSH fluor 28, ABCG2 block 0, Bim-Bcl-2 -6, Bcl-XL Bim block -4 and RGS7-Gao 96.
CCOC(=O)c1c(/N=C/c2cc(C)ccc2O)sc2c1CCC2 was read as RGS4-Gao reg 100, Bim-Bcl-B -1, Bim-Bcl-W -4, RGS8-Gao 104, Bim-Bfl-1 -5, ABCB1 block 0.9, GSH fluor 15, ABCG2 block 7, Bim-Bcl-2 -10, Bcl-XL Bim block -2 and RGS7-Gao 98.
`CCN(CC)S(=O)(=O)c1ccc2[nH]cc(C(=O)NCCN3CCCCC3C)c(=O)c2c1` (stereo not given) gave RGS4-Gao reg 100, Bim-Bcl-B -2, Bim-Bcl-W 1, RGS8-Gao 100, Bim-Bfl-1 -2, ABCB1 block 0.5, GSH fluor 17, ABCG2 block 2, Bim-Bcl-2 -1, Bcl-XL Bim block -3 and RGS7-Gao 100.
Screening COc1ccc(/C=N/NC(=O)c2ccc(Br)cc2)c(OC)c1 returned RGS4-Gao reg 96, Bim-Bcl-B -3, Bim-Bcl-W 1, RGS8-Gao 98, Bim-Bfl-1 -7, ABCB1 block 0.0, GSH fluor 22, ABCG2 block 13, Bim-Bcl-2 -6, Bcl-XL Bim block -2 and RGS7-Gao 97.
`Cc1ccsc1C1C(C#N)=C(N)N(N(C)C)C2=C1C(=O)CC(C)(C)C2` (stereo not given) gave RGS4-Gao reg 102, Bim-Bcl-B 2, Bim-Bcl-W -4, RGS8-Gao 107, Bim-Bfl-1 10, ABCB1 block 0.5, GSH fluor 19, ABCG2 block 0, Bim-Bcl-2 10, Bcl-XL Bim block -1 and RGS7-Gao 102.
For CCCSc1nc2cc(OC)c(OC)cc2c(=N)n1CCCN1CCOCC1 the results were RGS4-Gao reg 108, Bim-Bcl-B -1, Bim-Bcl-W 0, RGS8-Gao 107, Bim-Bfl-1 -1, ABCB1 block -0.6, GSH fluor 12, ABCG2 block 2, Bim-Bcl-2 -1, Bcl-XL Bim block -1 and RGS7-Gao 110.
CN(C)Cc1cc(CCNC(=O)c2ccc(Cl)cc2)ccc1O was read as RGS4-Gao reg 96, Bim-Bcl-B -8, Bim-Bcl-W 0, RGS8-Gao 101, Bim-Bfl-1 -8, ABCB1 block 0.9, GSH fluor 49, ABCG2 block 3, Bim-Bcl-2 -4, Bcl-XL Bim block -3 and RGS7-Gao 103.
COc1ccc(-c2nnc(SCC(=O)NC3CCCc4ccccc43)n2N)cc1 (stereo not given) was read as RGS4-Gao reg 101, Bim-Bcl-B -10, Bim-Bcl-W -9, RGS8-Gao 101, Bim-Bfl-1 -3, ABCB1 block -1.0, GSH fluor 11, ABCG2 block 2, Bim-Bcl-2 -2, Bcl-XL Bim block -8 and RGS7-Gao 99.
Screening NC(N)=Nc1nc(CSCC/C(N)=N/S(N)(=O)=O)cs1 returned RGS4-Gao reg 99, Bim-Bcl-B 2, Bim-Bcl-W 9, RGS8-Gao 102, Bim-Bfl-1 8, ABCB1 block 1.1, GSH fluor 19, ABCG2 block 4, Bim-Bcl-2 7, Bcl-XL Bim block 6 and RGS7-Gao 101.
For O=C(NC(=S)NCCSc1ccccc1)c1cccnc1 the results were RGS4-Gao reg 104, Bim-Bcl-B -6, Bim-Bcl-W -4, RGS8-Gao 106, Bim-Bfl-1 7, ABCB1 block -0.4, GSH fluor 9, ABCG2 block 0, Bim-Bcl-2 1, Bcl-XL Bim block -3 and RGS7-Gao 107.
For CCOc1ccc(C(=O)NC2CCN(C(=O)Nc3ccccc3OC)CC2)cc1 the results were RGS4-Gao reg 100, Bim-Bcl-B -2, Bim-Bcl-W 0, RGS8-Gao 101, Bim-Bfl-1 2, ABCB1 block -0.8, GSH fluor 15, ABCG2 block 0, Bim-Bcl-2 1, Bcl-XL Bim block 0 and RGS7-Gao 100.
Screening N#CCOc1nc(N2CCCCC2)nc(N2CCCCC2)n1 returned RGS4-Gao reg 103, Bim-Bcl-B -3, Bim-Bcl-W 0, RGS8-Gao 107, Bim-Bfl-1 -6, ABCB1 block 0.1, GSH fluor 22, ABCG2 block 0, Bim-Bcl-2 -3, Bcl-XL Bim block 1 and RGS7-Gao 104.
For O=C(CCN1CCN(c2ccccc2)CC1)Nc1nccs1 the results were RGS4-Gao reg 102, Bim-Bcl-B -8, Bim-Bcl-W 4, RGS8-Gao 102, Bim-Bfl-1 -6, ABCB1 block 0.2, GSH fluor 64, ABCG2 block 1, Bim-Bcl-2 -7, Bcl-XL Bim block 1 and RGS7-Gao 103.
Screening Cc1oc(CC(C)C)cc1C(=O)NCCCC(=O)O returned RGS4-Gao reg 101, Bim-Bcl-B -4, Bim-Bcl-W -2, RGS8-Gao 102, Bim-Bfl-1 -7, ABCB1 block -0.4, GSH fluor 63, ABCG2 block 0, Bim-Bcl-2 -2, Bcl-XL Bim block 0 and RGS7-Gao 100.
For COc1ccccc1NC(=O)C12CC3CC(C1)CC(c1ccc(C)cc1)(C3)C2 the results were RGS4-Gao reg 99, Bim-Bcl-B -3, Bim-Bcl-W -4, RGS8-Gao 99, Bim-Bfl-1 -3, ABCB1 block 1.3, GSH fluor 17, ABCG2 block 13, Bim-Bcl-2 -7, Bcl-XL Bim block -5 and RGS7-Gao 103.
For O=C(Cn1nnc(-c2ccccc2)n1)NNC(=O)c1ccc(Br)cc1 the results were RGS4-Gao reg 102, Bim-Bcl-B -7, Bim-Bcl-W -4, RGS8-Gao 101, Bim-Bfl-1 -5, ABCB1 block 0.2, GSH fluor 15, ABCG2 block 8, Bim-Bcl-2 -4, Bcl-XL Bim block -5 and RGS7-Gao inconclusive.
`CC(Oc1ccc(F)cc1)C(=O)Nc1sc2c(c1C(=O)NCc1cccnc1)CCCC2` (stereo not given) gave RGS4-Gao reg 100, Bim-Bcl-B -9, Bim-Bcl-W 0, RGS8-Gao 99, Bim-Bfl-1 -17, ABCB1 block 35, GSH fluor 25, ABCG2 block 69, Bim-Bcl-2 -7, Bcl-XL Bim block -3 and RGS7-Gao 100.
`N#Cc1ccsc1NC(=O)CN(Cc1ccccc1)Cc1ccccc1` gave RGS4-Gao reg 105, Bim-Bcl-B -4, Bim-Bcl-W -4, RGS8-Gao 110, Bim-Bfl-1 -1, ABCB1 block 3.2, GSH fluor 9, ABCG2 block 13, Bim-Bcl-2 -1, Bcl-XL Bim block -6 and RGS7-Gao 105.
For CCCCNC(=S)Nc1ccc(Cl)cc1 the results were RGS4-Gao reg 103, Bim-Bcl-B -8, Bim-Bcl-W -4, RGS8-Gao 100, Bim-Bfl-1 -13, ABCB1 block 0.2, GSH fluor 16, ABCG2 block 8, Bim-Bcl-2 -4, Bcl-XL Bim block -7 and RGS7-Gao 97.
Screening O=C(CCNS(=O)(=O)c1ccc(Br)cc1)NC1CCCCC1 returned RGS4-Gao reg 97, Bim-Bcl-B -2, Bim-Bcl-W -2, RGS8-Gao 102, Bim-Bfl-1 -3, ABCB1 block 0.7, GSH fluor 14, ABCG2 block 3, Bim-Bcl-2 -2, Bcl-XL Bim block -1 and RGS7-Gao 98.
Screening O=C(O)c1ccc(-n2c(-c3ccc(Br)cc3)n[nH]c2=S)cc1 returned RGS4-Gao reg 103, Bim-Bcl-B -15, Bim-Bcl-W 1, RGS8-Gao 101, Bim-Bfl-1 -3, ABCB1 block 0.1, GSH fluor 10, ABCG2 block 2, Bim-Bcl-2 -5, Bcl-XL Bim block -1 and RGS7-Gao 104.

Of the compounds above, two contain a Cl atom:
CN(C)Cc1cc(CCNC(=O)c2ccc(Cl)cc2)ccc1O was read as RGS4-Gao reg 96, Bim-Bcl-B -8, Bim-Bcl-W 0, RGS8-Gao 101, Bim-Bfl-1 -8, ABCB1 block 0.9, GSH fluor 49, ABCG2 block 3, Bim-Bcl-2 -4, Bcl-XL Bim block -3 and RGS7-Gao 103.
For CCCCNC(=S)Nc1ccc(Cl)cc1 the results were RGS4-Gao reg 103, Bim-Bcl-B -8, Bim-Bcl-W -4, RGS8-Gao 100, Bim-Bfl-1 -13, ABCB1 block 0.2, GSH fluor 16, ABCG2 block 8, Bim-Bcl-2 -4, Bcl-XL Bim block -7 and RGS7-Gao 97.
